Source: PubChem BioAssay
NS3h inh CB: hepatitis C NS3 helicase inhibition, primary screen; NS3h Cy5-dT15 DNA binding, fluorescence polarization; inhibition, % at 100 µM; AID 687043; actives 1.6% (n = 16,000);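 active = inhibition above the average over every tested compound plus 3 SD, cut at about 40% in these data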
Cy5 interf NS3h: counter-screen for HCV NS3 helicase inhibitors: fluorescence interference; Cy5-dT15 DNA with NS3h; actives lie on both sides; signal over control mean, under 1 quenches; fluorescence interference ratio at 100 µM; actives 6% (n = 16,000);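 active = compound fluorescence over control fluorescence at most 0.8, a quencher, or at least a set upper limit, an enhancer; inactive = ratio between 0.8 and the set upper limit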
* hit, by the source's call. The order is random. Share with any hit: about 7%.

SMILES | NS3h inh CB | Cy5 interf NS3h
C=CCNC(=O)C1CC(=O)N(c2ccc(Cl)cc2)C1 (centres undefined) | -3 | 0.99
CCOc1cc(C=C2C(=O)NC(=S)NC2=O)ccc1OCCOc1ccccc1OC | 15 | 0.94
O=C1CN(C(=O)OCc2ccccc2)C(c2ccccc2)c2cc(Br)ccc2N1 (centres undefined) | -9 | 1.1
O=C(O)c1nc2n(n1)C(C(F)(F)F)CC(c1cccs1)N2 (centres undefined) | 2 | 1.1
CCc1ccc(OCC(=O)Nc2ccc(-c3nc4ccccc4o3)c(O)c2)cc1 | -7 | 1
CC(=O)CCc1c(C)[nH]c2c(C)cccc2c1=O | -7 | 1.1
Cc1c(NC(=O)Cn2cnc3c2c(=O)n(C)c(=O)n3C)cccc1[N+](=O)[O-] | 1 | 1
COc1ccccc1C(=O)Nc1nc(-c2ccc(S(=O)(=O)N3CCOCC3)cc2)cs1 | 4 | 1
CCN(CC)CC(C)C(C)OC(=O)c1ccc(O)cc1 (centres undefined) | 8 | 0.93
O=C(NCc1ccncc1)/C(=C/c1ccc(F)cc1)NC(=O)c1ccccc1 | 8 | 0.87
CN(C)c1ccc(C2Nc3ccccc3NC3=C2C(=O)CC(c2ccccc2)C3)cc1 (centres undefined) | 16 | 1.1
CCOc1cc(C=C2C(=O)c3ccccc3C2=O)cc(Br)c1OCc1ccccc1 | 7 | 1
COc1ccc(N(CC(=O)Nc2cccc(C)c2)S(=O)(=O)c2ccc(C)cc2)c(OC)c1 | 15 | 1
CN1CCN(C(=O)/C(=C/c2ccc3c(c2)OCO3)NC(=O)c2cccs2)CC1 | 4 | 1.1
COc1ccc(N(CC(N)=O)S(=O)(=O)c2ccccc2)cc1 | -13 | 1
COCCNC(=O)c1ccc(NC(C)=O)cc1 | 3 | 1.1
CC(C)N1C(=O)/C(=C/c2ccc(O)cc2)SC1=S | 26 | 0.87
CCOc1ccccc1N(CC(=O)NCC1CCCO1)S(=O)(=O)c1ccccc1 (centres undefined) | 4 | 1
CCOc1ccc(NC(=O)/C=C/c2cccc(C(F)(F)F)c2)cc1 | 3 | 0.98
Cc1ccc(C2=C/C(=C/c3ccc(-c4ccc([N+](=O)[O-])cc4)o3)C(=O)O2)cc1 | 9 | 1
CC(=O)NC(NC(C)=O)c1ccc(F)cc1 | 2 | 1.1
CCOc1cc(/C=C2/SC(=S)N(CC)C2=O)ccc1OC(=O)c1cccc([N+](=O)[O-])c1 | 2 | 1
CN1/C(=C\C=N/Nc2ccc([N+](=O)[O-])cc2)C(C)(C)c2ccccc21 | 11 | 0.82
Oc1ccc(Nc2nc(-c3ccc(Br)cc3)cs2)cc1 | -1 | 0.89
COc1ccc(C2CC(C(F)(F)F)n3nc(C(=O)NCc4ccco4)c(Br)c3N2)cc1 (centres undefined) | 16 | 1
O=C(c1ccc([N+](=O)[O-])cc1)N1CCN(C(=O)c2ccccc2F)CC1 | -1 | 1.1
COc1ccc(CN2CCN(Cc3ccc(Br)cc3)CC2)cc1OC | -9 | 1.1
O=C(CSc1nnc(-c2ccco2)n1-c1ccccc1)c1cccc([N+](=O)[O-])c1 | 12 | 0.84
O=C(Nc1ccc(Br)cc1)NS(=O)(=O)c1ccccc1Cl | 2 | 0.94
N#C/C(=C\NCC(=O)O)C(=O)NCc1ccccc1 | -5 | 1.1
COc1ccc(C(=O)c2c(C)oc3cc([N+](=O)[O-])c(O)c([N+](=O)[O-])c23)cc1 | 8 | 1
O=C(C#Cc1cccc([N+](=O)[O-])c1)c1ccccc1 | -9 | 0.92
CCn1c2c(c3cc(C4CCCCC4)ccc31)CCCC2O (centres undefined) | -8 | 0.89
Cc1c(OCC(N)=O)ccc2c3c(c(=O)oc12)CCC3 | 9 | 1.1
O=C(NC(NC(=O)C(c1ccccc1)c1ccccc1)c1cccc([N+](=O)[O-])c1)C(c1ccccc1)c1ccccc1 | 6 | 1
O=C(O)CCCN1C(=O)C(=O)C(=C(O)c2ccccc2)C1/C=C/c1ccccc1 (centres undefined) | -5 | 0.95
CCSc1nnc(NC(=O)c2cc(-c3ccc(C)cc3)nc3ccccc23)s1 | 10 | 1
CCc1nn2c(N)c(C=C3C=Nc4ccccc43)c(=O)nc2s1 | -10 | 0.99
Cc1ccc(C(=O)/C=C/c2ccc(-c3ccccc3[N+](=O)[O-])o2)cc1 | -6 | 0.96
O=C(/C=C\c1ccccc1)Nc1ccc(Br)cn1 | 5 | 0.95
COc1ccc(C2NC(=O)NC(C)=C2C(=O)Nc2ccccc2OC)cc1 (centres undefined) | 1 | 0.96
COc1ccc(C(=O)Nc2ccccc2C(=O)NCCCn2ccnc2)cc1 | 4 | 1
Cc1ccc(NC(=O)CN(c2ccccc2)S(=O)(=O)c2ccccc2[N+](=O)[O-])cc1C | 8 | 0.92
O=C(O)c1nn2c(C(F)(F)F)c3c(nc2c1Cl)-c1ccccc1CC3 | 29 | 1.2
Cc1cc(C)cc(CC2CC(=O)N(c3ccc(I)cc3)C2=O)c1 (centres undefined) | 5 | 0.96
O=C1/C(=C\c2ccc3c(c2)OCO3)SC(=S)N1c1cccc(C(F)(F)F)c1 | 0 | 1.1
CCOCCOC(=O)c1ccc(NC(=O)/C=C/c2ccc(OC)c(Br)c2)cc1 | 6 | 1
Cc1cc([N+](=O)[O-])ccc1NC(=O)c1ccccc1 | -19 | 1
Cc1ccc(C(C)C)c(OCCNc2nc3c(c(=O)n(C)c(=O)n3C)n2C)c1 | 4 | 1.1
O=C(CSc1cc(Cl)ccc1Cl)Nc1cccc([N+](=O)[O-])c1 | 9 | 0.98
Cc1cccc(C)c1NC(=O)CC(C)c1ccccc1 (centres undefined) | 1 | 0.94
CC(CCc1ccccc1)Nc1cc(N2CCN(C(=O)c3ccccc3F)CC2)ccc1[N+](=O)[O-] (centres undefined) | 10 | 1.1
Cc1[nH]c(=O)[nH]c1C(=O)CCCCC(=O)O | -5 | 1
C=CCOc1ccc(/C=C/C(=O)c2ccc(Br)cc2)cc1 | 10 | 0.99
O=C(Nc1ccc(Cl)c(Cl)c1)c1nn2c(c1Br)NC(c1cccs1)CC2C(F)(F)F (centres undefined) | 12 | 1
Cn1c(=O)c(-c2nc3ccccc3c(=O)[nH]2)c(O)c2ccccc21 | -1 | 1.1
CC(=O)Nc1ccc(S(=O)(=O)Nc2ccccc2Br)cc1 | -2 | 0.94
CCCc1cc2c(-c3ccccc3)cc(=O)oc2cc1OC(C)C(=O)OC (centres undefined) | 14 | 1
CCOc1ccc(N(CC(=O)Nc2ccc(Cl)cc2)S(=O)(=O)c2ccc(SC)cc2)cc1 | 15 | 1
Cc1ccc(C(=O)N/C(=C\c2ccc(C(C)C)cc2)C(=O)NCC(C)C)cc1 | 10 | 0.9

Arranged by the number under NS3h inh CB (lowest first): some entries from above
structure	NS3h inh CB
Cc1[nH]c(=O)[nH]c1C(=O)CCCCC(=O)O	-5
CC(=O)Nc1ccc(S(=O)(=O)Nc2ccccc2Br)cc1	-2
Cn1c(=O)c(-c2nc3ccccc3c(=O)[nH]2)c(O)c2ccccc21	-1
Cc1cccc(C)c1NC(=O)CC(C)c1ccccc1 (centres undefined)	1
CC(CCc1ccccc1)Nc1cc(N2CCN(C(=O)c3ccccc3F)CC2)ccc1[N+](=O)[O-] (centres undefined)	10
O=C(Nc1ccc(Cl)c(Cl)c1)c1nn2c(c1Br)NC(c1cccs1)CC2C(F)(F)F (centres undefined)	12
CCCc1cc2c(-c3ccccc3)cc(=O)oc2cc1OC(C)C(=O)OC (centres undefined)	14

Carrying on:
SMILES | NS3h inh CB | Cy5 interf NS3h
CN(C)c1cccc(C(=O)NCC2CCCO2)c1 (centres undefined) | 2 | 1
COC(=O)C1=C(C)N(c2ccc(Br)cc2)/C(=C\c2ccc(OCC(=O)Nc3ccccc3OC)cc2)C1=O | -9 | 1.1
O=C(Nc1ccc(Cl)cc1)C1CC(=O)N(c2ccccc2)C1 (centres undefined) | 28 | 1.1
NC(=O)c1cc(NC(=O)c2cccc(F)c2)ccc1Cl | 0 | 1
COc1cccc(/C=C/C(=O)c2ccc(F)cc2)c1 | 5 | 0.89
CCCC1(O)CC(c2cc(OC)ccc2OC)NC(c2cc(OC)ccc2OC)C1C (centres undefined) | -18 | 1
CC1CCc2c(sc(NC(=O)COc3ccccc3C(C)(C)C)c2C(N)=O)C1 (centres undefined) | 3 | 1
CCOc1ccc2nc(NC(=O)c3cccc(Br)c3)sc2c1 | 2 | 1
COc1ccc(CN2CCN(Cc3ccc(SC)cc3)CC2)cc1OC | -5 | 0.97
Cc1ccc2nc(SCC(=O)Nc3ccc(/C=C/c4ccccc4)cc3)[nH]c2c1 | 6 | 1.1
O=C(Nc1ccc(Br)cc1)C1CCCN1S(=O)(=O)c1ccc(Cl)cc1 (centres undefined) | 8 | 1
COc1ccc(OC)c(C2NC(=S)NC(C)=C2C(=O)Nc2cc(Cl)ccc2OC)c1 (centres undefined) | 1 | 1.1
Cc1ccc(S(=O)(=O)NC(=O)NCC2CCCO2)cc1 (centres undefined) | 3 | 1
COc1ccccc1C1SCCN1S(=O)(=O)c1ccc(-c2ccccc2)cc1 (centres undefined) | 5 | 1
COc1ccc(CCN2C(=O)C(C)C(Cc3ccc(C)cc3)C2=O)cc1OC (centres undefined) | 6 | 0.99
COc1ccc(CCNc2cc(N3CCN(C(=O)c4ccc(Cl)cc4)CC3)ccc2[N+](=O)[O-])cc1OC | -2 | 1.1
CCOC(=O)c1c(C)nc2n(/N=C\c3ccccc3[N+](=O)[O-])c3ccccc3n12 | -1 | 1.1
CC(=O)COc1ccc2c(C)c(C)c(=O)oc2c1 | 0 | 1.1
Cc1ccc(C2CC(C(F)(F)F)n3ncc(C(=O)Nc4ccccc4C(F)(F)F)c3N2)cc1 (centres undefined) | 6 | 0.99
Cc1ccc(N2NC(=O)/C(=C/c3cccc(Br)c3)C2=O)cc1 | 23 | 0.79*
O=C(Oc1ccc(/C=C2/SC(=S)N(c3ccccc3)C2=O)cc1)c1ccccc1 | -18 | 1.1
COc1ccc(C(=O)N/C(=C\c2ccc(Cl)cc2)C(=O)NCCN2CCOCC2)cc1 | 18 | 0.98
CC(C)Nc1nc(-c2cccnc2)nc2ccccc12 | 5 | 1
O=c1oc2c(F)c(F)c(F)c(F)c2c2[nH]ncc12 | -13 | 1
Cc1cccc(NC(=O)CSC(N)=O)c1 | 7 | 1.1
CCOc1cc(/C=C(\C#N)c2nc3ccccc3s2)ccc1O | 4 | 0.91
Clc1ccc(CNc2ncn[nH]2)cc1 | -3 | 0.97
Cc1cc(NC(=O)c2ccccc2)sc1C | -6 | 0.86
Cc1ccc(N2CC(C(=O)Nc3cc(C)ccc3F)CC2=O)cc1 (centres undefined) | 11 | 1
NC(=S)N/N=C\c1ccc(-c2cc(Cl)cc(Cl)c2)o1 | 3 | 0.92
O=C(O)CCCCCN1C(=O)C(=O)C(=C(O)c2ccccc2)C1c1ccc(Cl)cc1 (centres undefined) | 0 | 0.93
Cc1cccc(NC(=O)Cc2ccccc2)c1 | 20 | 0.95
O=[N+]([O-])c1ccc(NCCNCCO)c(Cl)c1 | 1 | 0.97
OCc1c(O)cnc2ccccc12 | 0 | 0.95
CCc1ccc(NC(=O)C(=O)NCCN2CCN(C(=O)c3ccc(OC)cc3)CC2)cc1 | 3 | 1
COc1ccccc1NC(=O)CN1C(=O)/C(=C\c2cc(OC)c(OC)c(OC)c2)SC1=S | -2 | 1

Next part; the last two above are carried over.
SMILES | NS3h inh CB | Cy5 interf NS3h
CCc1ccc(NC(=O)C(=O)NCCN2CCN(C(=O)c3ccc(OC)cc3)CC2)cc1 | 3 | 1
COc1ccccc1NC(=O)CN1C(=O)/C(=C\c2cc(OC)c(OC)c(OC)c2)SC1=S | -2 | 1
O=c1[nH]c2ccc(NS(=O)(=O)c3ccc(F)cc3)cc2[nH]1 | 6 | 1
O=C(Nc1cccc2nsnc12)c1ccc2c(c1)OCCO2 | 12 | 1.1
COc1ccc(NC(=O)/C(=C/c2ccccc2Cl)NC(=O)c2ccc(C)cc2)cc1 | -1 | 1.2
CCCCCCCCn1c(-c2nonc2NC(C)=O)nc2ccccc21 | 7 | 1
OC1(c2ccccc2)c2ccccc2-c2ncccc21 (centres undefined) | 21 | 1
CCOc1cccc(C(=O)Nc2ccc3nn(-c4ccc(F)cc4)nc3c2)c1 | -24 | 1.1
C=C(C)Cn1c(COc2ccc(Cl)cc2Cl)n[nH]c1=S | 12 | 0.98
COc1cccc2c1N(C(=O)c1ccc(F)cc1)C(C)(C)c1ssc(=S)c1-2 | 12 | 1
O=C(O)CCCNC(=O)c1cn(-c2ccccc2)nc1-c1ccccc1 | 1 | 1
O=C(Nc1ccc(-c2nc3ncccc3o2)cc1)c1ccc(-c2cccc(Cl)c2)o1 | -44 | 1.2*
Cc1ccc(NC(=O)c2cc(Br)ccc2Cl)c([N+](=O)[O-])c1 | 0 | 1
CCOC(=O)Nc1sc(C)c(CC)c1C(=O)OC | 4 | 0.87
Cc1ccc(N2C(=O)CC(NCc3ccc(Cl)cc3Cl)C2=O)cc1 (centres undefined) | -1 | 1.1
CCOC(=O)C1CCN(CN2C(=O)C(=O)c3cc(Br)ccc32)CC1 | 3 | 1
C=CCNC(=O)COc1ccc2ccccc2c1 | -2 | 1
Cc1ccc(NC(=O)c2cc(C(=O)Nc3ccc(C)c(C)c3)cc(N3C(=O)c4ccccc4C3=O)c2)cc1C | 8 | 1.1
COc1ccc(NC(=O)/C(C#N)=C/c2cc(C)n(-c3cccc4ccccc34)c2C)cc1 | 0 | 0.97
C=CCN1C(=O)c2ccccc2C1(O)c1ccc(OC)cc1 (centres undefined) | 9 | 0.74*
O=C(c1ccc(Cl)cc1)N1CCN=C1c1ccccc1 | 2 | 0.64*
CCc1ccccc1NC(=O)c1ccc(I)cc1 | 14 | 0.95
Cc1nc(SCc2ccccc2)nc2ccccc12 | 17 | 0.83
CCc1ccccc1NC(=O)c1cc2n(n1)C(C(F)(F)F)CC(c1ccccc1)N2 (centres undefined) | 6 | 1

Gathered by group: the compounds so far containing a cyano group (3)
SMILES | NS3h inh CB | Cy5 interf NS3h
N#C/C(=C\NCC(=O)O)C(=O)NCc1ccccc1 | -5 | 1.1
CCOc1cc(/C=C(\C#N)c2nc3ccccc3s2)ccc1O | 4 | 0.91
COc1ccc(NC(=O)/C(C#N)=C/c2cc(C)n(-c3cccc4ccccc34)c2C)cc1 | 0 | 0.97
